# Screens as filed in PubChem.
# TrxR1 inh: blocks rat thioredoxin reductase 1; recombinant rTrxR1, NADPH fluorescence consumption, selenite substrate; AID 588453; 1% of 390,000 active; Potency, µM (highest dose often 114 µM), inactives show at the highest dose activity change, negative = inhibition, hits mostly inhibitors; O89049; note: % is set by controls: 0 for no effect and ±100 for the full control effect; nearly all actives have a fitted effect of over 65% in size
#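 Rat TrxR1 (90 nM in the dispensed reagent) was pre-reduced with 400 uM NADPH for 5 min at room temperature, then incubated with compound for 15 min. After 400 uM selenite was added, NADPH fluorescence (Ex 340/Em 450 nm) was followed for 8 min.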
# JMJD2A Tudor: inhibitors of human JMJD2A Tudor domain; Potency, µM (titrated, usually from 114 µM), for the others: at the top dose activity change, negative = inhibition, most hits filed as inhibitors; 4.4% of 390,000 active; AlphaScreen JMJD2A-Tudor / H3K4me3 peptide binding; O75164; note: % is set by controls: 0 for no effect and ±100 for the full control effect; nearly all actives have a fitted effect of over 50% in size
# RGS4 inh: human RGS4 inhibition; Transcreener GDP fluorescence polarization, RGS4-accelerated GTP hydrolysis; Potency, µM (titrated, usually from 114 µM), inactives show at the highest dose activity change, negative = inhibition, most hits filed as inhibitors; 0.039% of 390,000 active; AID 504845; note: % is set by controls: 0 for no effect and ±100 for the full control effect; nearly all actives have a fitted effect of over 75% in size; some results filed as inactive show a strong effect at the top dose
#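 MLSMR compounds (23 nl, pin-transferred) preincubated 10 min at room temperature with a 500nM (2x) first reagent, then RGS4 at 900nM (2x) plus Transcreener GDP mix added; fluorescence polarization (620/688 nm) read before and after 90 min at 30 °C.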
# HP1b chromo inh: inhibitors of HP1-beta chromodomain binding to methylated histone tails; P83916; AlphaScreen HP1-beta / biotin-H3K9me3 peptide binding; Potency, µM (doses to about 114 µM), inactives show at the top dose activity change, negative = inhibition, hits mostly inhibitors; 0.56% of 390,000 active; note: nearly all actives have a fitted effect of over 70% in size; inactives centre near 23
# Target sequence (P83916 whole entry, looked up): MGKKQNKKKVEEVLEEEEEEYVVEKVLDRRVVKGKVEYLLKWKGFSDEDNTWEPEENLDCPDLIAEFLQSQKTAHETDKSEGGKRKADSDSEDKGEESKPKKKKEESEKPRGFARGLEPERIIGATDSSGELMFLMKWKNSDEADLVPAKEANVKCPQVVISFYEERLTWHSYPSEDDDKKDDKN
#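 HP1-beta protein (50 nM final) preincubated 30 min at room temperature with biotinylated H3(1-18)K9me3 peptide (50 nM) in PBS pH 7.4, 0.01% Tween-20, then compound added for 30 min. AlphaScreen streptavidin donor/nickel chelate acceptor beads (10 ug/mL final), 30 min dark, luminescence read.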
# 12-LOX inh: blocks human arachidonate 12S-lipoxygenase; P18054; purified 12hLO, xylenol orange hydroperoxide absorbance; Potency, µM (titrated, usually from 108 µM), for inactives: top-dose activity change, negative = inhibition, hits mostly inhibitors; 1.1% of 580,000 active; note: % is set by controls: 0 for no effect and ±100 for the full control effect
# Target sequence (P18054 whole entry, looked up): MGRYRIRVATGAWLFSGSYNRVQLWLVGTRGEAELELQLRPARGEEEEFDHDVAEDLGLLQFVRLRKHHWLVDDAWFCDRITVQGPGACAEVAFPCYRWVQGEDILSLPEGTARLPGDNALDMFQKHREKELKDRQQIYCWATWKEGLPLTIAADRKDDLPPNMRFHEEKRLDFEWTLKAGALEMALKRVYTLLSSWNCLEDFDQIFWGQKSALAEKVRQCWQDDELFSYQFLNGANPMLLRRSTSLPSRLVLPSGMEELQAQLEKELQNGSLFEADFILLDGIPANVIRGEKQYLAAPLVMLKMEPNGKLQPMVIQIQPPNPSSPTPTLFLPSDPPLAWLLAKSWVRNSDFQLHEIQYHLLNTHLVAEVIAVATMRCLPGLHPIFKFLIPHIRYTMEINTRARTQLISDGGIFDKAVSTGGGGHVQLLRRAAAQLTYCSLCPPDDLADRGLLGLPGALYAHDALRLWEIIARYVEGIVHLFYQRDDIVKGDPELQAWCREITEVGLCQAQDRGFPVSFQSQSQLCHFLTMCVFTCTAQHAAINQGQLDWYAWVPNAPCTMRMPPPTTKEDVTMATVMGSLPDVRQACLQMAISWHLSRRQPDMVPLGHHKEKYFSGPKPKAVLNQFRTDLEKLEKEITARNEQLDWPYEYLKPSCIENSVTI
#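 Hydroperoxide product was detected by ferrous iron/xylenol orange as the 573 to 405 nm absorbance ratio. Arachidonic acid at 40 uM (final) was turned over for 30 min at room temperature by 150 nM human 12hLO, pH 7.0 Hepes buffer, after 15 min compound preincubation.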
# Pin1 inh: human Pin1 inhibition; Potency, µM (series often up to 115 µM), inactives show at the highest dose activity, negative = inhibition, actives largely listed as inhibitors; Q13526; 0.009% of 390,000 active; AID 504891; Pin1 FP peptide displacement, HiFluor488, 10 min; active = well fitted inhibition curve with a large enough effect in the polarisation, with a control signal flat, not every such curve was filed as active; inconclusive = small, poorly fitted or top-dose-only effect, or effect the other way, or a change in a side signal; inactive = no such curve, though single readings can be large or run the other way; the % refers to the polarisation; note: % is set by controls: 0 for no effect and ±100 for the full control effect
# Target sequence (Q13526 whole entry, looked up): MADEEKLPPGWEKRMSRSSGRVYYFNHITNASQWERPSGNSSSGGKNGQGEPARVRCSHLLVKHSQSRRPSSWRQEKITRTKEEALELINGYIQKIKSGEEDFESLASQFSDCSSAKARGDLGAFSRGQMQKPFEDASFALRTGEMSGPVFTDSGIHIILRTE
# GLS inh: glutaminase GLS (human) inhibition; O94925; GLS enzymatic activity, qHTS titration; Potency, µM (doses to about 45.5 µM), for inactives: at the highest dose activity change, negative = inhibition, hits mostly inhibitors; 0.21% of 410,000 active; note: % is set by controls: 0 for no effect and ±100 for the full control effect
#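 hKGA in 45 mM KH2PO4 pH 8.2, 0.02% Tween-20 with pin-transferred compounds; 1 mM L-glutamine (stock) plus glutamate oxidase/HRP/Amplex Red coupling added. Fluorescence read initially and after 30 min at RT.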
# ERG Ets-DNA blk: ERG Ets/DNA interaction inhibition; P11308; fluorescence polarization, His-ERG Ets domain / labelled DNA; Potency, µM (top dose mostly 76.9 µM), without a hit: top-dose FP activity, negative = inhibition, usual class: inhibitors; 0.028% of 370,000 active; active = well fitted inhibition curve with a large enough effect in the polarisation, with a control signal flat; inconclusive = small, poorly fitted or top-dose-only effect, or effect the other way, or a change in a side signal; inactive = no such curve, though single readings can be large or run the other way; the % refers to the polarisation;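 note: polarization taken with two DNA probes labelled with fluorescein and Texas red; % of control where 0% means no effect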
#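 His-tagged ERG Ets domain (1 uM in the protein solution; 300mM KCl, 50mM Tris-HCl, 1mM EDTA, 1mM DTT, pH 7.5) received compound, then a probe mix of 5 nM fluorescein-DNA and 100nM Texas-615-DNA. Fluorescence polarization was read for both dyes.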
# PGK inhibitor: T. brucei PGK inhibition; Potency, µM (doses to about 57.5 µM), for inactives: top-dose activity change, negative = inhibition, actives largely listed as inhibitors; P07378; 0.043% of 380,000 active; PGK/GAPDH coupled, Kinase-Glo luminescence, 60 min; note: % is set by controls: 0 for no effect and ±100 for the full control effect; nearly all actives have a fitted effect of over 60% in size
#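 Recombinant glycosomal PGK reaction used 1,3-bisphosphoglycerate generated in-well by GAPDH (100nM final) in 100mM TEA pH 7.6, 5mM MgCl2, 0.01% Tween-20. After 60 minutes at room temperature, ATP was read by Kinase-Glo Plus luminescence end-point.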
# * marks the source's active call; other numbers are inactive results; i = inactive; ? = inconclusive; . = no result given; & = joins results of further samples; [ ] = remark or other dose. Unless noted, calls come from the whole dose curve; as a rule, active = well fitted curve in the direction sought with a large enough effect; inconclusive = small, poorly fitted or top-dose-only effect, or another doubt; inactive = no such curve, though single readings can be large; an effect the other way counts as inactive or inconclusive. Potency is the fitted concentration of half-maximal effect. Not all compounds are listed, so the mix of outcomes need not match the whole.
SMILES,TrxR1 inh,JMJD2A Tudor,RGS4 inh,HP1b chromo inh,12-LOX inh,Pin1 inh,GLS inh,ERG Ets-DNA blk,PGK inhibitor
CC(C)CC(=O)NCC1(N(C)C)CCCCC1,25%,-16%,13%,32%,-23%,-8%,-6%,-3%,-1%
CO/N=C/NC(=O)Cc1cn(-c2ncc(C(F)(F)F)cc2Cl)c2ccccc12,-1%[57.1 µM],-7%,48%,21%,0%,-10%,15%,-5%,5%
COCCNC(=O)Cn1c(=O)n(-c2ccc(C)c(C)c2)c(=O)c2c3c(sc21)CCCCC3,15%,-8%,-5%,12%,-10%,1%,0%,-2%,-8%
CC1CCCCC1NC(=O)C(C)N1C(=O)c2ccccc2C1=O (stereo unspecified),6%,1%,-21%,39%,1%,-2%,0%,-4%,i
COc1cccc(C=NCC(C)N=Cc2cccc(OC)c2O)c1O (stereo unspecified),-10%,?,-12%,12%,8%,-1%,44%[activator],-4%,0%
Cc1csc(NC(=O)C2CC(=O)N(Cc3ccco3)C2)n1 (stereo unspecified),5%[57.1 µM],-6%,-20%,36%,7%&7%,0%,-2%,6%,5%
NS(=O)(=O)c1cccc(NC(=O)CCCC2CCCCC2)c1,-11%,-18%,5%,27%,-26%,-13%,-12%,3%,i
CCOC(=O)[C@H]1[C@H]2COc3ccc(OC)cc3[C@@H]2N2C(=O)c3ccc(C)cc3NC(=O)[C@@]12C,24%,-26%,16%,-5%,-20%,-8%,6%,6%,-7%
CCNC(=S)N(CCc1c(C)[nH]c2ccc(C)cc12)Cc1ccco1,-12%,63µM*,2%,-27%,9%[57.4 µM],0%,3%,10%,i
NS(=O)(=O)c1ccc(CCNC(=O)c2ccc(Cl)cc2[N+](=O)[O-])cc1,18%,1%,1%,39%[activator],-10%,0%,-4%,-4%,i
O=C(CSc1nnc(CNC(=O)c2cccs2)o1)Nc1cccc(C(F)(F)F)c1,-6%,-8%,13%,17%,0%,?,-4%,0%,-1%
O=C(OCC(=O)N1CCN(C(=O)c2ccco2)CC1)c1cc(S(=O)(=O)Nc2ccc(Cl)cc2)ccc1O,14%[57.1 µM],-16%,6%,31%,-18%,1%,-4%,1%,-4%
CCN(C(=O)CSc1nnc(-c2ccccc2Cl)n1C1CCCC1)C1CCS(=O)(=O)C1 (stereo unspecified),8%,14%,-19%,53%[activator],-1%,-5%,-8%,5%,-6%
O=C(CSc1nc(Nc2ccccc2)nc(N2CCOCC2)n1)Nc1ccc2c(c1)OCCO2,14%,-15%,7%,10%,?,-3%,-1%,4%,.
CCCC(=O)Oc1ccc2c(C)cc(=O)oc2c1,?,13%,-19%,34%,-19%,-3%,6%,0%,-8%
Cn1cnc(S(=O)(=O)N2CCN(c3ccc(Cl)cc3)CC2)c1,35%,-9%,8%,20%,1%,-6%,-1%,2%,-6%
O=S(=O)(c1ccccc1)N1CCN(CC(O)COc2ccc3c(c2)CCC3)CC1 (stereo unspecified),2%,-24%,22%,2%,-35%,-4%,5%,.,.
CCOC(=O)C1=CN(Cc2cccc(F)c2)S(=O)(=O)NC1CCc1ccccc1 (stereo unspecified),25%,-4%,24%,36%[activator],?,-1%,-5%,-2%,-2%
O=P(COc1ccccc1)(c1ccccc1)c1ccccc1,10%,-18%,9%,6%,0%,1%,-4%,3%,-6%
CCOc1ccc(-c2ccc(NS(=O)(=O)c3ccc(C)cc3)cc2)nn1,17%[57.1 µM],-21%,-23%,13%[57 µM],?,7%,-3%,-2%,-8%

# Overlap with the part before: 2 entries, followed by the next part.
SMILES,TrxR1 inh,JMJD2A Tudor,RGS4 inh,HP1b chromo inh,12-LOX inh,Pin1 inh,GLS inh,ERG Ets-DNA blk,PGK inhibitor
O=P(COc1ccccc1)(c1ccccc1)c1ccccc1,10%,-18%,9%,6%,0%,1%,-4%,3%,-6%
CCOc1ccc(-c2ccc(NS(=O)(=O)c3ccc(C)cc3)cc2)nn1,17%[57.1 µM],-21%,-23%,13%[57 µM],?,7%,-3%,-2%,-8%
COc1ccc(C2=NN(C(=O)CCC(=O)O)C(c3cccs3)C2)cc1OC (stereo unspecified),13%[57.1 µM],-6%,-7%,20%,-7%,?,-1%,-6%,4%
C=CCOC(=O)C(=O)/C=C/c1ccc2c(c1)Cc1ccccc1-2,-41%,-31%,?,-5%,14µM*,24%,-9%,11%,i
CC(=O)c1ccc(NC(=O)C(C)n2nc(-c3ccccc3)c3cc(Cl)ccc32)cc1 (stereo unspecified),12%,-10%,-19%,57%[activator],-4%,19%,-6%,0%,-2%
O=C(NC(=S)N1CCCc2ccccc21)c1ccc(Br)cc1,-3%,?,-30%,1%,-13%,4%,4%,3%,0%
Cc1ccc(-c2nnc(N3CCCCC3)c3ccccc23)cc1S(=O)(=O)N1CCN(C)CC1,-10%[57.1 µM],-9%,-4%,9%,0%,-1%,-6%,-3%,i
O=C(NC(C(=O)O)c1ccccc1)c1ccccc1 (stereo unspecified),-1%,6%,-11%,41%[activator],-4%,2%,-7%,1%,-7%
O=C(CSCC(=O)NC1CCCC1)Nc1ccccc1,4%,-22%[57.1 µM],-8%,47%[activator],-20%,-2%,3%,0%,-5%
Cn1c(=O)n(C)c2cc(CNc3ccc(N4CCOCC4)c(C(=O)O)c3)ccc21,-14%,-11%,-39%,11%,-27%,-1%,36%[activator],-6%,-2%
Cc1ccc(S(=O)(=O)N(CC(=O)Nc2cccc(N(C)S(C)(=O)=O)c2)c2ccc(Cl)c(Cl)c2)cc1,15%,-21%,-8%,6%,-22%,4%,17%,.,i
COc1ccc(NC(=O)c2cc(NC(=O)C3CCCCC3C(=O)O)ccc2N2CCOCC2)cc1 (stereo unspecified),-14%,-19%,37%,10%,15%,?,9%,50%[activator],3%
CCc1ccc(CNC(=O)c2ccc(-c3nc(CSc4ccc(C)cc4)c(C)o3)cc2)cc1,?,0%,-7%,40%[activator],?,-1%,0%,2%,-5%
Cc1ccccc1N1CC(c2nnc(NC(=O)c3ccco3)s2)CC1=O (stereo unspecified),13%,-12%,-18%,-6%,-3%,-3%,0%,-10%,3%
COc1cc(NC(=O)C2=C(N3CCOCC3)/C(=C/c3ccc(Cl)cc3)CC2)cc(OC)c1OC,-32%,-16%,-10%,25%,-1%,1%,2%,12%,-7%
COc1ccc(-c2nc(C(=O)NCCCN3CCOCC3)cc3c2[nH]c2ccccc23)cc1OC,17%,?,-21%,2%,3%,7%,5%,16%,i
C=CCn1c(SCC(=O)Nc2ccccc2OC)nnc1-c1ccccn1,7%,?,49%,4%,-25%,-5%,-14%,5%,-9%
CCCC(=O)Nc1nc2ccc(NC(=O)c3cccnc3)cc2s1,16%,-15%,1%,23%,6%,2%,5%,.,-8%
CCN(CC)CCOC(=O)C1(c2ccccc2)CCOCC1,22%[57.1 µM],-9%[11.4 µM],-23%[11.4 µM],8%,0%,-7%,-3%,2%,-9%
Cn1ncc(Br)c1C(=O)NC12CC3CC(CC(C3)C1)C2,-4%,-7%,2%,47%[activator],20%,2%,-1%,-8%,i
NS(=O)(=O)c1ccc(CCNC(=O)c2ccc(=O)[nH]c2)cc1,23%,-5%,-2%,-1%,-4%,-14%,0%,15%,-4%
O=C(Nc1ccon1)c1ccccc1Cl,17%[57.1 µM],-4%,-6%,45%[activator],50%[activator],?,-8%,-4%,-2%
CCn1c(C)c(C(C)=O)c(N2CCN(c3cccc(Cl)c3)CC2)nc1=S,-30%,-29%,13%,9%,?,-10%,18%,7%,0%
CCCS(=O)(=O)N1CCCC(c2nc(-c3ccc(OC)cc3)no2)C1 (stereo unspecified),10%,2%,-19%,20%,4%,8%,-2%,.,-3%
Fc1cccc(CN2CCC(Cc3ccccc3)CC2)c1,24%,56µM*,-7%,?,?,-8%,-3%,-3%,-3%
c1csc(CSc2nnc3sc4ccccc4n23)c1,11%[57.1 µM],-1%,7%,33%,0%,6%,-9%,-7%,0%
NC(=O)c1cccc2c1C(=O)N(C1CCCCC1)C2,17%[57.1 µM],-31%,14%,19%,5%,-9%,-6%,11%,-2%
Cc1cccc(OCCC(=O)Nc2ccc(C)c(S(=O)(=O)N3CCCCC3)c2)c1,13%,-16%,-20%,36%[activator],-17%,15%,-8%,-2%,i
O=C(O/N=C/c1ccc2c(c1)OCO2)c1ccc([N+](=O)[O-])cc1,16%[57.1 µM],-7%,-13%,22%,-1%,-9%,1%,6%,-4%
CC(=O)C1=C(O)C(=O)N(c2ccc(O)cc2)C1c1ccc([N+](=O)[O-])cc1 (stereo unspecified),-2%,-17%,-2%,17%,0%,-1%,18%,-5%,-9%
Cc1cc(C)n2nc(SCC(=O)N/N=C/c3cccc(Br)c3)nc2n1,10%,-15%,2%,28%,0%,-2%,-2%,.,-2%

# In the list so far, three contain a nitro group on carbon.
SMILES,TrxR1 inh,JMJD2A Tudor,RGS4 inh,HP1b chromo inh,12-LOX inh,Pin1 inh,GLS inh,ERG Ets-DNA blk,PGK inhibitor
NS(=O)(=O)c1ccc(CCNC(=O)c2ccc(Cl)cc2[N+](=O)[O-])cc1,18%,1%,1%,39%[activator],-10%,0%,-4%,-4%,i
O=C(O/N=C/c1ccc2c(c1)OCO2)c1ccc([N+](=O)[O-])cc1,16%[57.1 µM],-7%,-13%,22%,-1%,-9%,1%,6%,-4%
CC(=O)C1=C(O)C(=O)N(c2ccc(O)cc2)C1c1ccc([N+](=O)[O-])cc1 (stereo unspecified),-2%,-17%,-2%,17%,0%,-1%,18%,-5%,-9%
